# FBW7 act = activators of human E3 ligase FBW7 | normalized activity (activation), % at 26.1 µM | actives 0.13% (n = 650,000) | AlphaScreen FBW7–phospho-cyclin E peptide binding, activator screen | Q969H0; in the data active = normalized activity above about 1.9%;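 also: purified mutant Fbw7 with reduced substrate affinity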
# Target sequence (Q969H0 whole entry, looked up): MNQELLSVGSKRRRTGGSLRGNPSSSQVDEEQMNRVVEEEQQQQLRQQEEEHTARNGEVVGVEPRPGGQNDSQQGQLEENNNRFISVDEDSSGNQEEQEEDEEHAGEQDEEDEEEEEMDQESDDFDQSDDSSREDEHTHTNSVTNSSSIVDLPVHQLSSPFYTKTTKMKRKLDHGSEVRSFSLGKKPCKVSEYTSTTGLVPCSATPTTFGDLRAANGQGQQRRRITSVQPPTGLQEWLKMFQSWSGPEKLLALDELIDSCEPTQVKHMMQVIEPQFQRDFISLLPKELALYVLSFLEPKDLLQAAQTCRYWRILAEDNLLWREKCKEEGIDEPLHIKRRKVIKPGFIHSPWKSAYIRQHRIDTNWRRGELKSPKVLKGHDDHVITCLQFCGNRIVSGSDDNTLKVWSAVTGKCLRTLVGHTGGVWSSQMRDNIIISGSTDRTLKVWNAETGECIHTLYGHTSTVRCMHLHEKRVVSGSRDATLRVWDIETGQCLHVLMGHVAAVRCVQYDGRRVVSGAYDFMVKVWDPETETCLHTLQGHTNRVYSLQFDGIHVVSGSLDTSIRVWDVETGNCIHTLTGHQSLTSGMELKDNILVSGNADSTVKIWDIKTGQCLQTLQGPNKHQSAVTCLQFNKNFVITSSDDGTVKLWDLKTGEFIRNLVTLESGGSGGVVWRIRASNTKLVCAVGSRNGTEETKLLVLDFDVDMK
# GPR151 ag = activators of human GPR151; Q8TDV0; PathHunter beta-arrestin GPR151 cells, luminescence; activation, % at 11.2 µM; actives 1% (n = 650,000); in the data active = activation above about 4.9%;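 also: 0% = median of compound wells and 100% = cells with positive control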
# MITF inh = blocks human microphthalmia-associated transcription factor. inhibition, % at 2.6 µM. actives 0.91% (n = 650,000). AlphaScreen MITF homodimerization, bead proximity signal. AID 1259374. O75030; in the data active = inhibition above about 50%;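 also: 0% = vehicle wells with protein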
# TEAD-YAP block = TEAD-YAP interaction inhibition; HEK-TIYL cells, TEAD-Gal4/YAP UAS-luciferase luminescence; inhibition, % at 9.12 µM; actives 1.4% (n = 640,000); AID 1259422; in the data active = inhibition above about 32%;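 also: 0% = median of test compound wells and 100% = reference inhibitor wells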
# Numbers without * were called inactive; & = joins results of further samples.
SMILES,FBW7 act,GPR151 ag,MITF inh,TEAD-YAP block
O=C(COC(=O)c1ccc(C(F)(F)F)cc1)NC1CCS(=O)(=O)C1 (stereo not given),-0.2,-1.4,-4,3
COc1ccc(-n2nc(C(=O)N(C)c3ccc(C(C)C)cc3)c3ccccc3c2=O)c(OC)c1,-0.2,1.7,4,5
O=C(Nc1ccc(Cl)cc1)C(Cc1ccccc1)N1C(=O)C2C3c4ccccc4C(c4ccccc43)C2C1=O (stereo not given),0.0,1.7,-8,-1
Cc1oc(C(=O)O)cc1COc1cccc2ccccc12,-0.1,0.9,14,8
C/C(=N\NC(=O)Cc1csc(N)n1)c1cccc(-n2cnnn2)c1,-1.3,0.8,8,-5
COc1ccccc1C(=O)O/N=C(\N)Cc1ccc(Cl)cc1Cl,0.3,-0.7,-11,-12
COc1ccc(OC)c(/C=c2\sc3nc(-c4ccccc4OC(C)=O)nn3c2=O)c1,0.0,0.2,15,10
CCOc1ccc(NC(=O)/C(C#N)=C\c2cc(C)n(C)c2C)cc1,0.2,-0.7,7,1
CCCCCC/C=N\NC(=O)CN(CC)c1ccccc1,0.2,0.1,5,-10
Cc1cc(C)nc(Sc2ccc(C(=O)O)cc2)n1,0.2,0.5,4,2
Cc1ncc2c(c1CNC(=O)c1cnccn1)CCN(C(=O)C(C)Oc1ccccc1)C2 (stereo not given),0.1,3.9,7,-2
CCc1ccc(CN2CCN(Cc3cccnc3)CC2)cc1,0.0,-0.4,77*,-1
CC1CCCCN1C(=O)c1ccccc1NS(=O)(=O)c1ccc(F)cc1 (stereo not given),0.1,0.4,15,-9
O=C(C1=C(O)C(=O)N(CCN2CCOCC2)C1c1ccccc1)c1cc2ccccc2o1 (stereo not given),0.2,-0.5,10,4
O=C(CNS(=O)(=O)c1ccc2ccccc2c1)OCc1csc(-c2ccccc2)n1,-0.1,0.1,-11,-4
CC12C=CC3(O1)C(C(=O)N(C1CCCCC1)C3C(=O)NC1CCCCC1)C2C(=O)Nc1ccc(Cl)c(Cl)c1 (stereo not given),-0.1,0.8,1,0
S=C(Nc1ccc(Oc2ccccc2)cc1)N(CCCN1CCCCCC1)Cc1ccco1,-0.3,0.6,2,10
CC(c1ccc2c(c1)OCCO2)N(C)C(=O)CCC1(Cc2cccs2)CCC(=O)N1 (stereo not given),-0.1,0.0,-1,7
COc1ccc(/C=C(\C#N)c2nc3c(s2)CCCC3)cc1OCc1ccccc1,0.0,1.1,8,-6
O=C(NCc1cccnc1)C1CCC(Cn2c(=S)[nH]c3ccccc3c2=O)CC1 (stereo not given),0.1,-0.8,22,-3
CC1CC(O)N(C(=O)c2ccccc2O)N1C (stereo not given),0.1,3.0,5,-15
CCCC(=O)Nc1cc(C(F)(F)F)cc(C(F)(F)F)c1,0.0,-0.4,-17,-1
CCCCN(CC)C(=O)CSc1nc2c(sc(=S)n2-c2ccc(C)c(C)c2)c(=O)n1-c1ccccc1,-0.1,0.2,9,24
Cn1nnnc1SCC(=O)NC1CCCc2ccccc21 (stereo not given),0.0,-0.2,4,-1
O=C(C1CCCCC1)N1CCN(c2nc3ccccc3s2)CC1,-0.1,-1.0,11,-10

# Further results
SMILES,FBW7 act,GPR151 ag,MITF inh,TEAD-YAP block
Cc1cc(-c2ccc(Cl)cc2)n2nc(C)cc2n1,0.1,0.9,7,6
COc1cccc(NC(=O)CCCOc2cccc(C)c2)c1,-0.2,-1.5,4,5
CC(CNC(=O)Nc1ccc(Cl)cc1)NC(=O)Nc1ccc(Cl)cc1 (stereo not given),-0.2,-0.1,-21,4
O=C(c1cc(F)c(F)cc1Cl)N1CCN(c2ccc([N+](=O)[O-])cc2C(F)(F)F)CC1,-0.1,-0.7,17,-2
COc1ccc(Cl)cc1-n1c(=S)sc2c(=O)[nH]c(SCC(=O)NCC3CCCO3)nc21 (stereo not given),0.0,-0.7,-1,-2
C#Cc1ccc(CN2CCN(Cc3cccc(C)n3)C(CCO)C2)cc1 (stereo not given),-0.2,1.1,-5,0
Nc1cccc(-c2nc3ccc(C(=O)NCc4ccccc4)cc3s2)c1,0.3,0.5,0,-31
COc1cc(/C=N/Nc2nc3nonc3nc2Nc2ccccc2F)ccc1O,0.0,0.3,11,5
CCCCCn1c(NCCCO)nc2c1c(=O)[nH]c(=O)n2C,-0.1,1.1,0,-3
O=S(=O)(c1ccccc1C(F)(F)F)N1CCNCC1,-0.1,0.7,9,1
Nc1nc(N)nc(COC(=O)c2ccc(Br)cc2)n1,0.1,-1.6,19,-13
CN(C)c1ccc(C2NC(=O)NC2=O)cc1 (stereo not given),0.0,1.7,0,-5
Cc1[nH]cnc1CN1CCCC(C(=O)c2ccc(Oc3ccccc3)cc2)C1 (stereo not given),0.5,1.5,9,33*
O=C(CCC(=O)c1c[nH]c2ccccc12)c1ccc(F)cc1,0.0,0.9,8,-53
O=c1oc2cc(OCc3ccc(F)cc3Cl)ccc2c2c1CCC2,1.2,-1.0,17,-3
CCOC(=O)C1=C(C)N=c2s/c(=C/c3ccc(OC(C)=O)cc3)c(=O)n2C1c1ccc(OC)c(OC)c1 (stereo not given),1.0,-0.4,5,9
O=C(O)CN1C(=O)C2C3c4ccccc4C(c4ccccc43)C2C1=O (stereo not given),0.1,1.4,-3,1
O=C(Nc1ccc(F)cc1)c1ccc(CNc2c(N3CCCCC3)c(=O)c2=O)cc1,-0.1,-0.2,0,-7
C=CCOCC(O)CS(=O)(=O)Cc1ccccc1 (stereo not given),0.1,-0.1,21,10
CC(C)CNC(=O)c1cc(-c2cccc(O)c2)on1,0.1,-1.4,8,31
O=C1c2cccc3cccc(c23)C(=O)N1Cc1nnc(Nc2ccccc2)s1,-0.1,-0.9,0,-4
COc1ccccc1-n1c(C)cc(/C=N/Nc2n[nH]c(=O)[nH]c2=O)c1C,0.2,-2.4,15,-3
CCCn1c(SCCCc2ccccc2)nc2c1c(=O)[nH]c(=O)n2C,0.1,0.7,8,1
CCOc1ccc(/C=N/Nc2nc(C)cc(=O)[nH]2)cc1OC,0.0,-0.2,-15,-5
O=C1C2C3C=CC(C3)C2C(=O)N1c1ccc(Cl)c([N+](=O)[O-])c1 (stereo not given),-0.2,0.1,2,1

# Compound profiles, as listed above:
# Record of O=S(=O)(c1ccccc1C(F)(F)F)N1CCNCC1 : FBW7 act = -0.1; GPR151 ag = 0.7; MITF inh = 9; TEAD-YAP block = 1
# Record of CC(C)CNC(=O)c1cc(-c2cccc(O)c2)on1 : FBW7 act = 0.1; GPR151 ag = -1.4; MITF inh = 8; TEAD-YAP block = 31
# Record of O=c1oc2cc(OCc3ccc(F)cc3Cl)ccc2c2c1CCC2 : FBW7 act = 1.2; GPR151 ag = -1.0; MITF inh = 17; TEAD-YAP block = -3

# More structures follow.
SMILES,FBW7 act,GPR151 ag,MITF inh,TEAD-YAP block
Cc1ccc(S(=O)(=O)NCCC(=O)NCCc2ccccc2)cc1,0.5,1.2,-2,-2
O=C1N[C@@H](Cc2ccc(Cl)cc2)C(=O)N2CCNC[C@H]12,-0.1,-0.5,19,-1
Cc1ccccc1CSc1nc2ccsc2c(=O)n1Cc1ccc2c(c1)OCO2,0.0,-0.6,10,4
O=C(Nc1nccs1)C(Cc1ccccc1)N1C(=O)C2C3C=CC(C3)C2C1=O (stereo not given),0.0,-0.5,18,4
CCOC(=O)N1CCN(C(=O)C2CCN(Cc3ccc(Cl)cc3)CC2)CC1,0.1,0.5,54*,0
Cc1cc(C)cc(NC(=O)c2ccc3c(=O)n(Cc4ccccc4)c(SCC#N)nc3c2)c1,0.1,-0.2,18,13
CCCc1cc(=O)[nH]c(SCC(=O)Nc2ccc(C)cc2)n1,0.5,1.3,20,-2
Cc1csc(CN(C)C(=O)c2cc(COc3cccc4cnccc34)on2)n1,0.2,0.0,16,22
O=C(O)c1cccc(N2C(=O)CSC2c2ccccc2C(F)(F)F)c1 (stereo not given),-0.2,0.0,12,5
Cc1nnc2c(Oc3ccc(Cl)cc3)nc3ccccc3n12,-0.2,2.3,-1,-11
COc1ccc(OC)c(CNC(=O)CCc2cn(C)c3ccccc23)c1,-0.1,1.4,11,-2
CN1C(=O)/C(=C\c2ccc(O)c(O)c2)SC1=S,-0.7,-4.7,12,-18
Cc1c(Cl)cccc1NC(=S)N1CCCC(O)C1 (stereo not given),-0.1,-1.0,2,1
COc1ccccc1N=Cc1c(O)n(Cc2ccc(F)cc2)c(=O)[nH]c1=O,-0.1&-0.1,0.7&-0.7,6&-1,8&-2
COC(=O)C1=C(C)NC2=C(C(=O)CCC2)C1c1cc(OC)c(OC)cc1[N+](=O)[O-] (stereo not given),-0.2&-0.2,0.3&0.5,0&10,10&10
CC[C@@H]1NC(=O)[C@@H]2C[C@H](NC(=O)Nc3ccc(F)cc3)CN2C1=O,0.2,-0.7,12,9
C=CCc1cc(C=C2C(=O)NC(=O)NC2=O)cc(OC)c1OC,-1.4,-0.1,9,-1
CCCCOc1ccc(N2C(=O)CC(N3CCN(c4cccc(C(F)(F)F)c4)CC3)C2=O)cc1 (stereo not given),-0.2,-0.1,9,-15
CC1CC(C)CN(c2ncnc3c2c(-c2ccccc2)cn3-c2ccc(F)cc2)C1 (stereo not given),1.0,2.0,7,9
CC(C)(C)C1CCc2nc(NC(=O)Cc3cn4ccsc4n3)sc2C1 (stereo not given),0.6,0.1,22,-42
O=C(CSc1ncc(-c2ccc(Cl)cc2)[nH]1)N1CCCCC1,-0.1,-0.2,4,-34
O=C(NCc1ccco1)C(=O)Nc1ccccc1F,-0.1,-1.8,6,-40
O=C(CN(C1CCCCC1)S(=O)(=O)c1ccc(F)cc1)NC1CCCCC1,0.0,-1.4,-13,2
CN(CC(=O)Nc1ccc(Br)cc1)S(=O)(=O)c1cnc[nH]1,0.2,-0.2,6,1
Cn1c(=O)[nH]c(=O)c2c1ncn2CCN,0.0,0.1,-8,9

# Other entries
SMILES,FBW7 act,GPR151 ag,MITF inh,TEAD-YAP block
CC(=O)c1c(C(C)=O)c(C)n(-c2ccc(C)c(NC(=O)COc3ccccc3)c2)c1C,-0.1,-1.3,1,16
CC1(C)CC(=O)C(C=Nc2ccc3ccccc3c2)=C(O)C1,-0.2,-0.6,-16,-42
COc1ccccc1C1C2=C(CC(C)(C)CC2=O)Nc2ccccc2N1C(=O)c1ccccc1 (stereo not given),0.1,-0.5,3,17
COc1ncccc1C(=O)N1CCC(CO)(Cc2cccc(C(F)(F)F)c2)CC1,0.2,4.1,3,-8
Cc1nc(NC(=O)CCC(=O)O)sc1C(=O)N(C)C,0.0,0.1,-3,-4
O=C(Nc1c(C(=O)N2CCCC2)cnn1-c1ccccc1)c1cccc(F)c1,0.7,0.0,19,0
Cc1cc(C)c(C(=O)Nc2cccc(F)c2)c(Cl)n1,0.7,-0.5,-11,-2
Cc1ccc(NC(=O)CSC2=C(C#N)C(c3cccs3)C3=C(CCCC3=O)N2)cc1C (stereo not given),-0.1,-1.0,11,-1
CNC(=O)C1CC(=O)N(CCc2ccc(C)cc2)C1 (stereo not given),-0.2,2.1,-2,-3
Cc1cc(NC(=O)COc2cccc3ccccc23)no1,0.0,0.4,-3,1
COc1ccccc1-n1c(SCC(=O)O)nc2c(sc(=S)n2-c2ccc(Cl)c(C)c2)c1=O,0.0,1.2,-12,4
COc1ccc(Cn2c(CCC(=O)NCc3ccc(C)cc3)nc3ncccc3c2=O)cc1,-0.1,-2.1,6,4
Cc1nc(N2CCC3(CC2)OCCO3)c2c3c(sc2n1)CCCC3,-0.1,0.1,13,4
O=C(CN1C(=O)NC(CCc2ccccc2)C1=O)Nc1ccccc1C(F)(F)F (stereo not given),0.1,-0.2,1,1
CSc1nc(C)cc(OCC(=O)N2CCCCC2)n1,-0.1,0.1,-3,7
O=C(Cn1c2c(c3ccccc31)CCC2)NCc1cccs1,0.2,-1.1,6,-42
CC(=O)Nc1ccc(C(=O)OCC(=O)Nc2c(C)n(C)n(-c3ccccc3)c2=O)cc1,0.1,-0.4,-2,4
COCCOC(=O)c1c(C)oc2c1cc(NS(=O)(=O)c1ccc(F)cc1)c1ccccc12,0.0,1.0,0,-4
Cc1ccc(NC(=O)Cn2cnc3c(nnn3Cc3ccc(F)cc3)c2=O)c(C)c1,-0.1,0.4,2,2
O=C(N/N=C\c1c2ccccc2cc2ccccc12)c1cnccn1,0.0,-1.3,19,2
CCCC(=O)Nc1ccc2c(c1)N(S(C)(=O)=O)CCC2,0.1,-0.2,17,8
O=C(NCCn1cc(SCC(=O)N2CCc3ccccc32)c2ccccc21)c1ccc(F)cc1,0.0,0.3,3,1
Cc1cc(C(N)=O)c2cc(S(=O)(=O)N3CCC(C)CC3)ccc2n1,0.1,-1.3,10,21
COC(=O)c1ccccc1NC(=O)CSCC(=O)Nc1ccccc1,0.2,1.3,8,-10
O=C(Oc1ccccc1Cl)c1ccc([N+](=O)[O-])cc1[N+](=O)[O-],0.9,-1.1,23,14

# 4 of these compounds, set out differently:
Structure	FBW7 act	GPR151 ag	MITF inh	TEAD-YAP block
CC1(C)CC(=O)C(C=Nc2ccc3ccccc3c2)=C(O)C1	-0.2	-0.6	-16	-42
O=C(N/N=C\c1c2ccccc2cc2ccccc12)c1cnccn1	0.0	-1.3	19	2
O=C(CN1C(=O)NC(CCc2ccccc2)C1=O)Nc1ccccc1C(F)(F)F (stereo not given)	0.1	-0.2	1	1
COc1ncccc1C(=O)N1CCC(CO)(Cc2cccc(C(F)(F)F)c2)CC1	0.2	4.1	3	-8
